Assay outcomes: PubChem BioAssay, Broad Institute
Mtb BioA inh = BioA (M. tuberculosis) enzyme inhibition. inhibition, % at 9.99 µM. purified M. tuberculosis BioA enzyme, plate reader. 0.096% of 360,000 active. AID 602481; in the data active = inhibition above about 40%
* hit, by the source's call. The list is partial; the hit share may differ from the screen's.

SMILES	Mtb BioA inh
CCCNC(=O)N1C[C@@H](O)COC[C@H]2O[C@H](CC(=O)N3CCC(Cc4ccccc4)CC3)CC[C@@H]21	0.1
CNC[C@@H]1Oc2ccc(NS(=O)(=O)c3c(C)noc3C)cc2CC(=O)N([C@H](C)CO)C[C@H]1C	-0.5
CCCc1cn(CC[C@@H]2CC[C@@H](NC(=O)Nc3ccc4c(c3)OCO4)[C@@H](CO)O2)nn1	1.1
Cc1ccccc1S(=O)(=O)N(C)C[C@@H]1OCc2ccccc2-c2c(n(C)c3ccccc23)C(=O)N([C@H](C)CO)C[C@H]1C	-1.3
C[C@H]1CN([C@@H](C)CO)C(=O)c2cccc(NC(=O)c3nc4ccccc4s3)c2O[C@@H]1CN(C)S(=O)(=O)c1cn(C)cn1	-2.2
Cc1noc(C)c1S(=O)(=O)Nc1ccc2c(c1)C(=O)N([C@@H](C)CO)C[C@@H](C)[C@H](CN(C)C(=O)Nc1ccc(C(F)(F)F)cc1)OCCCC[C@@H](C)O2	-1.1
CCCNC(=O)N(C)C[C@H]1Oc2ncc(C#CC3(O)CCCC3)cc2C(=O)N([C@@H](C)CO)C[C@@H]1C	-2.1
COc1ccc(S(=O)(=O)N(C)C[C@@H]2OCCCC[C@H](C)Oc3ccc(NS(=O)(=O)c4cccs4)cc3C(=O)N([C@H](C)CO)C[C@@H]2C)cc1	-1.2
OC[C@H]1[C@@H](c2ccc(-c3ccc(F)cc3)cc2)[C@H]2CN(CCC(F)(F)F)CCCCN21	4.4
C[C@H]1CN([C@@H](C)CO)S(=O)(=O)c2ccc(C#CC3(O)CCCC3)cc2O[C@H]1CN(C)C(=O)c1ccccc1	-2.2
Cc1noc(C)c1S(=O)(=O)Nc1cccc2c1O[C@H](CN(C)Cc1ccc(Cl)c(Cl)c1)[C@H](C)CN([C@H](C)CO)C2=O	-0.7
CC(C)NC(=O)N[C@H]1CC[C@H](CC(=O)O)O[C@H]1CO	4.4
C[C@@H]1CN([C@H](C)CO)C(=O)c2cc(C#CC3CC3)cnc2O[C@H]1CN(C)C(=O)c1ccc(F)cc1	-2.4
C[C@H](CO)N1C[C@H](C)[C@@H](CN(C)CC2CC2)Oc2ccc(NS(=O)(=O)c3cn(C)cn3)cc2CC1=O	-1.3
CC(C)CC#Cc1cnc2c(c1)C(=O)N([C@H](C)CO)C[C@@H](C)[C@H](CN(C)C(=O)Nc1cccc(F)c1)O2	5.9
COc1ccc(S(=O)(=O)N(C)C[C@@H]2OCCCC[C@H](C)Oc3ccc(NC(=O)Nc4ccccc4)cc3C(=O)N([C@H](C)CO)C[C@H]2C)cc1	-0.4
COc1ccc(S(=O)(=O)Nc2ccc3c(c2)C(=O)N([C@H](C)CO)C[C@H](C)[C@@H](CN(C)C(=O)CCCN(C)C)OCCCC[C@H](C)O3)cc1	-4.3
Cc1cccc(S(=O)(=O)N2CCCCN3[C@H](CO)[C@@H](c4ccc(-c5cccnc5)cc4)[C@H]3C2)c1	-0.4
CCCNC(=O)N1[C@H](CNC(C)=O)[C@@H](c2ccc(-c3ccccc3)cc2)[C@@H]1CO	-1.5
Cc1ccccc1S(=O)(=O)N1CCCCN2[C@H](CO)[C@H](c3ccc(-c4cccnc4)cc3)[C@H]2C1	1.3
Cc1ccc(S(=O)(=O)N(C)C[C@@H]2Oc3c(NC(=O)NC4CCCCC4)cccc3C(=O)N([C@H](C)CO)C[C@H]2C)cc1	1.3
CC(C)NC(=O)Nc1cccc2c1O[C@@H](CN(C)Cc1ccncc1)[C@@H](C)CN([C@H](C)CO)C2=O	-4.9
CN1C(=O)c2cc(NC(=O)c3cnccn3)ccc2OC[C@@H]2O[C@H](CC(=O)NC3CCC3)CC[C@@H]21	-1.0
COc1ccc(S(=O)(=O)N(C)C[C@H]2Oc3cc(C4=CCCC4)ccc3S(=O)(=O)N([C@H](C)CO)C[C@H]2C)cc1	-1.1
Cc1noc(C)c1NC(=O)N(C)C[C@@H]1Oc2ccc(NS(C)(=O)=O)cc2CC(=O)N([C@H](C)CO)C[C@H]1C	-1.6
C[C@H]1CN([C@@H](C)CO)C(=O)c2cc(NS(=O)(=O)c3cccs3)ccc2O[C@@H]1CN(C)C(=O)Nc1ccccc1	-3.6
C[C@@H]1CN([C@H](C)CO)C(=O)Cc2cc(NC(=O)Nc3ccc(C(F)(F)F)cc3)ccc2O[C@H]1CN(C)C(=O)Nc1ccc(F)cc1	0.1
CO[C@@H]1CN(C)C(=O)c2cc(NC(=O)C3CC3)ccc2OC[C@H](C)N(C(=O)c2ccccc2F)C[C@@H]1C	1.1
Cc1noc(C)c1S(=O)(=O)N(C)C[C@@H]1Oc2ccc(NC(=O)Nc3ccc(C(F)(F)F)cc3)cc2CC(=O)N([C@H](C)CO)C[C@@H]1C	-0.3
C[C@H]1CN([C@@H](C)CO)C(=O)Cc2cc(NC(=O)CCN3CCOCC3)ccc2O[C@H]1CN(C)Cc1ccc2c(c1)OCO2	-0.4
O=C(c1cccc(F)c1)N1C[C@H]2[C@@H](c3ccccc31)[C@H](CO)N2C(=O)C1CCCCC1	-0.9
CC(C)NC(=O)Nc1ccc2c(c1)CC(=O)N([C@H](C)CO)C[C@H](C)[C@@H](CN(C)CC1CC1)O2	-0.7
C[C@H]1CN([C@@H](C)CO)C(=O)c2cccc(NC(=O)NC3CCCCC3)c2O[C@H]1CN(C)Cc1ccc(C(=O)O)cc1	6.0
COc1cccc(C#Cc2cnc3c(c2)C(=O)N([C@H](C)CO)C[C@@H](C)[C@H](CN(C)C(=O)C2CCOCC2)O3)c1	3.3
Cc1noc(C)c1S(=O)(=O)Nc1ccc2c(c1)C(=O)N([C@H](C)CO)C[C@H](C)[C@@H](CN(C)C(=O)C1CCCCC1)OCCCC[C@@H](C)O2	-0.6
CCNC(=O)C[C@@H]1CC[C@@H]2[C@@H](COc3ccc(NC(=O)Nc4ccccc4F)cc3C(=O)N2C)O1	-1.6
COCC(=O)Nc1ccc2c(c1)[C@H]1C[C@@H](CC(=O)N3CCCCC3)O[C@@H](CO)[C@H]1O2	-3.2
CNC[C@@H]1Oc2ccc(NC(=O)Nc3cccc4ccccc34)cc2CC(=O)N([C@@H](C)CO)C[C@H]1C	0.8
CCCC#Cc1ccc([C@@H]2[C@@H](CO)N3CCCCN(S(=O)(=O)CC)C[C@H]23)cc1	1.3
CN1c2ccc(-c3ccccc3)cc2[C@@H]2[C@@H](CCN2S(=O)(=O)c2ccccc2F)[C@H]1CO	4.1
O=C(Cc1ccccc1)N[C@H]1CC[C@@H](CC(=O)N2CCCCC2)O[C@H]1CO	-2.5
C[C@H](NC(=O)C[C@@H]1C=C[C@H](NC(=O)c2cccnc2)[C@@H](CO)O1)c1ccccc1	-1.7
CC(C)[C@@H]1C=C(C(=O)O)O[C@H](OCc2ccc(CO)cc2)C1	0.1
COc1cccc(NC(=O)C[C@@H]2CC[C@@H]3[C@H](COc4ccc(NC(=O)C5CCCCC5)cc4C(=O)N3C)O2)c1	-0.8
C[C@@H]1CN([C@@H](C)CO)C(=O)c2cccc(NS(=O)(=O)c3ccc(Cl)cc3)c2O[C@H]1CN(C)Cc1ccc(C(=O)O)cc1	6.7

Look-ups from the entries so far.
Entry for CC(C)NC(=O)Nc1ccc2c(c1)CC(=O)N([C@H](C)CO)C[C@H](C)[C@@H](CN(C)CC1CC1)O2 under Mtb BioA inh: -0.7
Entry for CC(C)[C@@H]1C=C(C(=O)O)O[C@H](OCc2ccc(CO)cc2)C1 under Mtb BioA inh: 0.1

No new results follow: 3 of the compounds above.
SMILES	Mtb BioA inh
CCCNC(=O)N1C[C@@H](O)COC[C@H]2O[C@H](CC(=O)N3CCC(Cc4ccccc4)CC3)CC[C@@H]21	0.1
CNC[C@@H]1Oc2ccc(NS(=O)(=O)c3c(C)noc3C)cc2CC(=O)N([C@H](C)CO)C[C@H]1C	-0.5
CCCc1cn(CC[C@@H]2CC[C@@H](NC(=O)Nc3ccc4c(c3)OCO4)[C@@H](CO)O2)nn1	1.1

Pulled by compound from the list above:
SMILES	Mtb BioA inh
CNC[C@@H]1Oc2ccc(NC(=O)Nc3cccc4ccccc34)cc2CC(=O)N([C@@H](C)CO)C[C@H]1C	0.8
CCNC(=O)C[C@@H]1CC[C@@H]2[C@@H](COc3ccc(NC(=O)Nc4ccccc4F)cc3C(=O)N2C)O1	-1.6
CCCC#Cc1ccc([C@@H]2[C@@H](CO)N3CCCCN(S(=O)(=O)CC)C[C@H]23)cc1	1.3

Continued.
SMILES	Mtb BioA inh
COC(=O)C[C@H]1CC[C@@H]2[C@H](COC[C@@H](O)CN2CCC(F)(F)F)O1	0.6
COc1ccc(CN(C)C[C@@H]2Oc3ccc(NC(=O)C4CC4)cc3CC(=O)N([C@@H](C)CO)C[C@@H]2C)cc1	2.7
O=C(C[C@@H]1C=C[C@H](NC(=O)CC2CC2)[C@@H](CO)O1)NCc1ccc(-c2ccccc2)cc1	-2.5
O=C(O)C[C@H]1CC[C@@H]2[C@H](COC[C@H](O)CN2S(=O)(=O)c2ccc(Oc3ccccc3)cc2)O1	0.5
CC(C)NC(=O)Nc1ccc2c(c1)C(=O)N([C@H](C)CO)C[C@@H](C)[C@H](CN(C)C)O2	-1.2
CC(C)C#Cc1ccc2c(c1)O[C@@H](CN(C)C(=O)C1CCCCC1)[C@H](C)CN([C@H](C)CO)S2(=O)=O	2.5
COc1ccc(CN(C)C[C@@H]2OCCCC[C@@H](C)Oc3ccc(NC(=O)NC(C)C)cc3C(=O)N([C@H](C)CO)C[C@H]2C)cc1	-1.8
COc1cccc(S(=O)(=O)Nc2ccc3c(c2)[C@H]2C[C@@H](CC(=O)NCc4ccccc4F)O[C@H](CO)[C@H]2O3)c1	-0.1
COc1ccc([Si](C)(C)[C@H]2[C@H](CCO)O[C@@]3(C(=O)N(Cc4cccc(N5CCCCC5=O)c4)c4ccccc43)[C@@H]2C)cc1	1.1
COc1ccccc1CNC(=O)C[C@@H]1C[C@H]2c3cc(NC(=O)CN(C)C)ccc3O[C@H]2[C@@H](CO)O1	-0.3
C[C@@H]1CN([C@H](C)CO)C(=O)Cc2cc(NC(=O)CCCCCC(=O)Nc3ccccc3N)ccc2O[C@H]1CN(C)S(=O)(=O)c1ccccc1	7.5
O=C(C[C@H]1CC[C@H]2[C@@H](COC[C@H](O)CN2CCC(F)(F)F)O1)NCc1ccc(Oc2ccccc2)cc1	2.9
CO[C@@H]1CN(C)C(=O)c2ccc(NC(=O)NC(C)C)cc2OC[C@H](C)NC[C@H]1C	0.3
C/C=C/c1ccc2c(c1)O[C@H](CN(C)C(=O)Cc1ccncc1)[C@@H](C)CN([C@H](C)CO)S2(=O)=O	11
C[C@@H]1CN([C@@H](C)CO)C(=O)c2cc(-c3cccc(F)c3)cnc2O[C@H]1CN(C)Cc1cccc(F)c1	3.7
C[C@H]1CN([C@@H](C)CO)C(=O)c2cc(NS(=O)(=O)c3ccccc3)ccc2O[C@@H]1CN(C)CC1CCCCC1	-1.7
O=C(C[C@H]1C[C@@H]2c3cc(NC(=O)Nc4ccc(F)cc4)ccc3O[C@@H]2[C@@H](CO)O1)NC1CCCCC1	0.4
COc1ccc(-c2ccc3n(c2=O)C[C@@H]2[C@@H](CO)[C@H](C(=O)N(C)C)[C@H]3N2Cc2ccncc2)cc1	-0.4
O=C(C[C@@H]1C=C[C@@H](NC(=O)Nc2ccc(C(F)(F)F)cc2)[C@@H](CO)O1)NCc1cc(F)cc(F)c1	-0.8
COc1ccc(CN(C)C[C@H]2OCCCC[C@H](C)Oc3ccc(NC(=O)c4ccncc4)cc3C(=O)N([C@H](C)CO)C[C@@H]2C)cc1	3.1
CC=Cc1ccc2n(c1=O)C[C@H]1[C@H](CO)[C@@H](C(=O)NCc3ccc(F)cc3)[C@@H]2N1CCC (mixture of isomers)	-1.1
CCCN1[C@@H]2c3ccc(/C=C/c4ccccc4)c(=O)n3C[C@H]1[C@H](CO)[C@H]2C(=O)NCc1ccccn1	1.7
N#C[C@@H]1[C@@H](c2ccc(C#CC3(O)CCCC3)cc2)[C@@H](CO)N1C(=O)C1CC1	-1.9
CN(C)CC(=O)Nc1ccc2c(c1)[C@@H]1C[C@H](CC(=O)NC3CCCCC3)O[C@H](CO)[C@@H]1O2	-2.0
C[C@H](CO)N1C[C@H](C)[C@@H](CN(C)C(=O)c2ccc(F)cc2)Oc2ncc(/C=C/c3ccccc3)cc2C1=O	2.0
C[C@H]1CN([C@@H](C)CO)C(=O)c2cccc(NC(=O)C3CCCCC3)c2O[C@H]1CN(C)Cc1ccncc1	-2.0
CCCc1cn(CC[C@@H]2CC[C@@H](NC(=O)C3CC3)[C@H](CO)O2)nn1	-3.6
COc1ccccc1CN(C)C[C@H]1OCc2cn(nn2)CCCC(=O)N([C@H](C)CO)C[C@H]1C	-0.4
C[C@H]1CN([C@@H](C)CO)C(=O)c2cc(NC(=O)Cc3ccccc3)ccc2O[C@H]1CN(C)C(=O)Nc1ccccc1	-1.3
O=C(C1CCOCC1)N1C[C@H]2[C@@H](c3ccccc31)[C@H](CO)N2C(=O)Cc1ccccc1	-3.8
CC(C)NC(=O)Nc1ccc2c(c1)C(=O)N([C@@H](C)CO)C[C@@H](C)[C@@H](CN(C)Cc1ccc(C(=O)O)cc1)OCCCC[C@@H](C)O2	-1.8
COc1ccc(NC(=O)N(C)C[C@@H]2Oc3ncc(-c4cccnc4)cc3C(=O)N([C@@H](C)CO)C[C@@H]2C)cc1	0.0
COc1ccc(NC(=O)N(C)C[C@@H]2Oc3ccc(NC(=O)Nc4cccc5ccccc45)cc3CC(=O)N([C@@H](C)CO)C[C@H]2C)cc1	-2.0
C[C@H]1CN([C@@H](C)CO)S(=O)(=O)c2ccc(C3=CCCCC3)cc2O[C@@H]1CN(C)Cc1ccncc1	1.0
CN1C(=O)c2cc(NC(=O)c3ccc(F)cc3)ccc2OC[C@@H]2O[C@@H](CC(=O)NC3CCC3)CC[C@@H]21	-2.3
